Screens from PubChem BioAssay.
STK33 inh: human STK33 kinase inhibition; purified STK33, MBP phosphorylation, ADP-Glo luminescence; inhibition, % at 10 µM; hit rate 0.073% among 320,000;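 active = inhibition at or above 25%, using the most active replicate where run in duplicate; inactive = inhibition below 25%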
Target sequence (Q9BYT3 whole entry, looked up): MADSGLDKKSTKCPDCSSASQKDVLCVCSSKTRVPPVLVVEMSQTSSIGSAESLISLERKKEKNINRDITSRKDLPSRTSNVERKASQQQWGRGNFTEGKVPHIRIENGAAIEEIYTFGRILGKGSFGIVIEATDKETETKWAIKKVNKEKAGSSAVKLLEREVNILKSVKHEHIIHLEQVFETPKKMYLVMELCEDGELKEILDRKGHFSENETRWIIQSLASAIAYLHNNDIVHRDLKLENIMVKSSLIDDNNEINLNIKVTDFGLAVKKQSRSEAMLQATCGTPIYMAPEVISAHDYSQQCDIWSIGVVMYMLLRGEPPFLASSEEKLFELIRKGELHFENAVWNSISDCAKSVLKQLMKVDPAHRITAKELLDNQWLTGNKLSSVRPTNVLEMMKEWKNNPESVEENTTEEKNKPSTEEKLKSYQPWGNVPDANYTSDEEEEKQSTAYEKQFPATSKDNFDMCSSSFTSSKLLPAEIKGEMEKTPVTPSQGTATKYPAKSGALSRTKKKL
CHT allo act: allosterically activates the human high affinity choline transporter; CHT-expressing cells, membrane potential dye, choline EC20; stronger effect = higher value; LV-AA mutant CHT in HEK293 cells; B-score at 10 µM; hit rate 0.49% among 310,000; AID 488977;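 active = initial fluorescence not abnormally high and integrated response B-score, plate-corrected, over 3 SD above library mean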
Target sequence (Q9GZV3 whole entry, looked up): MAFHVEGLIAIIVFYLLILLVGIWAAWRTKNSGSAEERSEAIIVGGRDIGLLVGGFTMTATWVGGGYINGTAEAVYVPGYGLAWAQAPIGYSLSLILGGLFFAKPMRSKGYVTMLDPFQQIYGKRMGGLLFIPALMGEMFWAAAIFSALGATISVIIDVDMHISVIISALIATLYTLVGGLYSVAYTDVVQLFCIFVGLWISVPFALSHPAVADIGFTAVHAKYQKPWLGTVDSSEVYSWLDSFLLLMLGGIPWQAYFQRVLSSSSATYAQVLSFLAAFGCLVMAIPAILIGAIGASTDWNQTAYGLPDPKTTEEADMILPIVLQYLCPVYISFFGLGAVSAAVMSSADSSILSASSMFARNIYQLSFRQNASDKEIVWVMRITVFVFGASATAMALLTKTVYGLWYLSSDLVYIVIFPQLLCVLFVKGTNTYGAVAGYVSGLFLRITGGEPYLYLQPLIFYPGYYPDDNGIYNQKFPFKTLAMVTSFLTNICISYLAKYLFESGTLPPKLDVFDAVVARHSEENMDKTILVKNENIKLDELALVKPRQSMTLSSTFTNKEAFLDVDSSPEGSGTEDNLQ
CHT inh: inhibitors of human choline transporter CHT; Q9GZV3; CHT-expressing cells, membrane potential dye, choline response; stronger effect = lower value; B-score at 10 µM; hit rate 0.86% among 310,000;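 active = B-score over 3 SD under the library average, and starting fluorescence ratio not unusually high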;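 also: choline stimulus applied at its EC90 after an EC20 pre-addition; B-score computed on integrated fluorescence ratio after choline addition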
Numbers without * were called inactive; i = inactive.

SMILES	STK33 inh	CHT allo act	CHT inh
O=C(c1cc2cc(F)ccc2[nH]1)N1CCC(Cc2ccccc2)CC1	2.4	i	i
CCN(CC)Cc1c(O)ccc2c(=O)c(Oc3ccccc3OC)c(C)oc12	-0.3	i	i
O=C(CCC(=O)OCC(=O)c1ccccc1)Nc1cccc2cccnc12	-0.9	i	i
Cc1ccc(OC(=O)c2ccc3nc(C)sc3c2)cc1	-0.5	i	i
CC(C)(C)C(=O)Cn1c(NCCCO)nc2ccccc21	-4.6	i	i
Cc1[nH]nc2c1C(c1cccs1)C(C#N)=C(N)O2 (stereo not given)	-0.2	i	i
COc1cc(NC(=O)CN2C(=O)NC(C)(c3ccc(OC(F)F)cc3)C2=O)cc(OC)c1OC (stereo not given)	-1.2	i	i
CCOC(=O)CNC(=O)COc1coc(CN2CCN(c3ccc(F)cc3)CC2)cc1=O	0.1	i	i
CC(=O)Nc1nc(C)c(CCCOc2ccc([N+](=O)[O-])cc2)c(=O)[nH]1	-1.8	i	i
COC(=O)CCn1nnc(-c2ccc(C)cc2)n1	0.4	i	i
CCOc1cc(/C=N/NC(=O)c2cccc([N+](=O)[O-])c2)ccc1OS(=O)(=O)c1ccccc1	-2.5	i	i
Cc1nn(CC(=O)Nc2ccccn2)c(C)c1Br	-1.1	i	i
Cc1nc2c3cnn(-c4ccccc4)c3ncn2n1	-2.0	i	i
COc1ccc(-c2sc(Nc3ccc(F)c(F)c3F)nc2CCC(=O)NN)cc1	-0.5	i	-5.16*
Cn1c(=O)c(=O)n(C)c2cc(S(=O)(=O)CCC(=O)Nc3c(F)c(F)c(F)c(F)c3F)ccc21	-0.7	i	i
O=C1NC(=Nc2ccccc2)S/C1=C\c1cccs1	-1.2	i	i
O=C(NC(NC(=S)Nc1cc(Cl)ccc1Cl)C(Cl)(Cl)Cl)c1ccco1 (stereo not given)	-0.4	i	i
Cc1ccc(NC(=S)N2CCn3cccc3C2c2cccnc2)cc1 (stereo not given)	-0.5	i	i
O=C(CSc1ccc2nnc(CCNC(=O)c3ccccc3)n2n1)NCc1ccco1	0.9	i	i
CC(C)(C)c1cc(Cl)ccc1OCCn1ccnc1	2.7	i	i
CC(C)C(NC(=O)C(Cc1ccccc1)NC(=O)OCc1ccccc1)C(=O)O (stereo not given)	-0.2	i	i
Cc1cc(C)cc(OCC(=O)NCCc2nc3ccccc3[nH]2)c1	-1.8	i	i
CS(=O)(=O)Nc1ccc(Cc2ccc(NS(C)(=O)=O)cc2)cc1	-1.0	i	i
CC(C)(C)NC(=O)NC(=O)CN1CCN(c2cccc(Cl)c2)CC1	-0.9	i	-6.92*
CC(=O)c1sc(N/N=C\c2cccc(Br)c2)nc1C	2.3	i	i
O=C(CCn1c(=O)oc2ccccc21)N1CCOCC1	-1.6	i	i
O=C(COc1ncnc2ccccc12)N1CCN(S(=O)(=O)c2ccc(Cl)cc2)CC1	-0.1	i	i
CC(=O)N1c2ccc(S(=O)(=O)N3CCC(C(=O)Nc4cccc(C)c4C)CC3)cc2CC1C (stereo not given)	-1.9	i	i
CCCC(C)NC(=O)COC(=O)c1cc(Br)c(Br)s1 (stereo not given)	-0.8	i	i
O=C(CN1C(=O)C2C3C=CC(C3)C2C1=O)NCCN1CCCc2ccccc21 (stereo not given)	-0.4	i	i
CC(C)SC1=NC(C)(C)C=C(/C=C/c2ccc(Cl)cc2Cl)N1	0.7	i	i
CSc1cc(C)n(-c2ccccc2C)c(=S)c1C(C)=O	-1.5	i	i
CC(NC(=O)c1ccc2ccccc2n1)c1ccc(Br)cc1 (stereo not given)	-1.4	i	i
CC(=O)Nc1ccc(S(=O)(=O)NC(C)c2ccccc2)cc1 (stereo not given)	-0.5	i	i
CCCCCC1C/C(=N\O)C=C(C)C1C(=O)OC (stereo not given)	-2.3	i	i
C/C=C(\C)C(=O)NCCN1C2=NC[C@H](C)N2C[C@@H]1Cc1ccc(OC)cc1	0.4	i	i
CCOC(=O)C1(Cc2ccc(Cl)cc2)CCN(Cc2cn(CC)nc2C)CC1	-0.8	i	i
CC1CCCC(NC(=O)CCn2c(=S)oc3ccccc32)C1C (stereo not given)	-1.2	i	i
O=C(NCc1ccccn1)c1cc(-c2ccc(-c3ccccc3)cc2)nc2ccccc12	-2.0	i	i
O=C(/C=C/c1ccco1)NC(=S)Nc1nc(-c2ccc3ccccc3c2)cs1	-0.3	i	i
COc1cc2c(cc1OC)CN(C(=S)Nc1cccc(Cl)c1C)CC2	-0.7	i	i
Cc1cc(C)cc(OCc2nnc(SCC(=O)N3CCCCC3)o2)c1	-0.6	i	i
S=C(NCCc1ccc(Cl)cc1)NC1CC1	-1.0	i	i
CCc1cc(C(=O)OC)c(NC(=O)C2CC(=O)NN2Cc2ccccc2)s1 (stereo not given)	2.4	i	i
COc1ccc(CN(C)CC2CCCN(CCc3ccccc3C)C2)cc1O (stereo not given)	-1.2	i	i
CC(Sc1nnc(Cc2ccc([N+](=O)[O-])cc2)o1)C(N)=O (stereo not given)	0.2	i	i
Cc1ccc2oc(-c3cccc(NC(=O)Cc4cccs4)c3)nc2c1	1.3	i	i
O=C(CSc1nnc(NC(=O)c2ccccc2F)s1)NC1CCCC1	-0.5	i	i

Given with bars between the fields: entries from further up.
Structure | STK33 inh | CHT allo act | CHT inh
CC(C)SC1=NC(C)(C)C=C(/C=C/c2ccc(Cl)cc2Cl)N1 | 0.7 | i | i
CSc1cc(C)n(-c2ccccc2C)c(=S)c1C(C)=O | -1.5 | i | i
CC(NC(=O)c1ccc2ccccc2n1)c1ccc(Br)cc1 (stereo not given) | -1.4 | i | i
CC(=O)Nc1ccc(S(=O)(=O)NC(C)c2ccccc2)cc1 (stereo not given) | -0.5 | i | i
CCCCCC1C/C(=N\O)C=C(C)C1C(=O)OC (stereo not given) | -2.3 | i | i
C/C=C(\C)C(=O)NCCN1C2=NC[C@H](C)N2C[C@@H]1Cc1ccc(OC)cc1 | 0.4 | i | i
CCOC(=O)C1(Cc2ccc(Cl)cc2)CCN(Cc2cn(CC)nc2C)CC1 | -0.8 | i | i
CC1CCCC(NC(=O)CCn2c(=S)oc3ccccc32)C1C (stereo not given) | -1.2 | i | i
O=C(NCc1ccccn1)c1cc(-c2ccc(-c3ccccc3)cc2)nc2ccccc12 | -2.0 | i | i
O=C(/C=C/c1ccco1)NC(=S)Nc1nc(-c2ccc3ccccc3c2)cs1 | -0.3 | i | i
COc1cc2c(cc1OC)CN(C(=S)Nc1cccc(Cl)c1C)CC2 | -0.7 | i | i
Cc1cc(C)cc(OCc2nnc(SCC(=O)N3CCCCC3)o2)c1 | -0.6 | i | i
S=C(NCCc1ccc(Cl)cc1)NC1CC1 | -1.0 | i | i
CCc1cc(C(=O)OC)c(NC(=O)C2CC(=O)NN2Cc2ccccc2)s1 (stereo not given) | 2.4 | i | i
COc1ccc(CN(C)CC2CCCN(CCc3ccccc3C)C2)cc1O (stereo not given) | -1.2 | i | i

Additional entries follow:
SMILES	STK33 inh	CHT allo act	CHT inh
O=C(Nc1ccccc1Cl)NC1(C(=O)N2CCC(O)CC2)CCCCC1	-0.7	i	i
COC(=O)C1=C(C)N=C2SC(C#N)=C(N)N2C1c1cc(OC)c(OC)c(OC)c1 (stereo not given)	0.0	i	i
Cc1nnc(NC(=O)CSc2nnc(Cc3ccccc3)n2Cc2ccccc2)s1	-0.7	i	i
CCNC(=S)N(Cc1cc2cccc(C)c2[nH]c1=O)C1CCCC1	-1.1	i	i
O=C(OCc1cn(-c2ccc(Cl)c(Cl)c2)nn1)c1ccccc1Cl	-0.6	i	i
CCOc1ccc(C(=O)CSc2nnc(C3CC3)n2C)cc1	-0.2	i	i
COc1cc(NC(=S)NCCc2ccccc2)c(OC)cc1NC(=O)C(C)C	-1.1	i	i
C=CCNC(=O)C1CC2Cn3c(nc4cc(C)c(C)cc43)C2N1C (stereo not given)	-0.1	i	i
COCCOC(=O)C1=C(C)NC(=O)CC1c1cc2c(cc1Br)OCO2 (stereo not given)	0.3	i	i
CC1=NN(c2ccccc2)C(=O)C1C=Nc1ccc(N(C)C)cc1 (stereo not given)	-0.4	i	i
COc1ccc(NC(=O)/C(C#N)=C\c2ccc(Br)o2)cc1	0.3	i	i
COc1cc2c(=O)n(CCC(=O)NCC3CCCO3)c(=O)n(CC(=O)c3ccc(Cl)cc3)c2cc1OC (stereo not given)	0.0	i	i
COc1ccc(-n2c(CCC(=O)O)ccc2-c2ccccc2)cc1	-1.1	i	i
O=C1c2ccccc2CC1Sc1nnc(-c2ccncc2)o1 (stereo not given)	-2.6	i	i
CN(Cc1nc2ccccc2c(=O)[nH]1)C(=O)c1ccc(S(=O)(=O)N(C)C)cc1	-0.7	i	i
Cc1[nH]n(-c2ccccc2)c(=O)c1C1(C(F)(F)F)C(=O)N(c2ccc(F)cc2)C2=C1C(=O)CC(C)(C)C2 (stereo not given)	-0.3	i	i
Clc1ccc(-c2nc3nc4ccccc4nc3n2Cc2ccco2)cc1	1.2	i	i
O=c1[nH]nc(Cc2ccc([N+](=O)[O-])cc2)c2ccccc12	-1.6	i	i
CC(C(=O)OCC(=O)c1ccccc1)N1C(=O)c2ccccc2C1=O (stereo not given)	-1.2	i	i
O=C(CSc1nc(=O)n(CCCN2CCOCC2)c2c1CCCC2)Nc1ccccc1Cl	3.7	i	i
Cc1ccc(-c2cnc(NC(=O)c3cccc(Br)c3)s2)c(C)c1	0.6	i	i
Cc1cc(NCc2ccccn2)ccc1Br	-1.7	i	i
O=C1CCC(=O)N1c1ccc(NCCc2ccccc2F)c([N+](=O)[O-])c1	-0.6	i	i
CCNC(=S)Nc1ccc(Cc2ccncc2)cc1	-0.6	i	i
Cc1ccccc1NN1C(=O)C=CC1=O	-1.3	i	i
COc1cc(OC)c(NC(=O)CCCNC(=O)Cn2cnc3sc(C)c(C)c3c2=O)cc1Cl	1.0	i	i
CC1(C)Oc2ccc3ccc(=O)oc3c2/C(=C/Nc2ccccc2)C1=O	-0.6	i	i
Cc1ccc(C)c(OCCC(=O)Nc2cccc(S(=O)(=O)N3CCCC3)c2)c1	-0.6	i	i
CCCCC1=CC2=CC(=O)C(C)(O)C(=O)C2=CO1 (stereo not given)	2.9	i	i
Nc1c(C(=O)O)ccc2c1C(=O)c1ccccc1C2=O	52.3*	i	i
CN(C)S(=O)(=O)c1ccc(C(=O)Nc2nc(-c3cccs3)cs2)cc1	-0.4	i	i
CCc1nc(Nc2cccc(OC)c2)c2oc3ccccc3c2n1	-0.3	i	i
CCc1ccc(S(=O)(=O)N2CC(=O)Nc3ccccc32)cc1	-1.0	i	i
Cc1cc(C)c(C#N)c(SCS(=O)Cc2ccccc2)n1 (stereo not given)	-0.3	i	-5.93*
Cc1cc(C)nc(N(C#N)Cc2ccccc2C)n1	0.9	i	i
CN(Cc1ccc(F)cc1)C(=O)c1cccc(NS(=O)(=O)c2ccccc2)c1	-0.5	i	i
COc1ccc([N+](=O)[O-])cc1NC(=O)c1ccc(CN(c2ccccc2)S(C)(=O)=O)cc1	-0.3	i	i
Cc1ccc(CCN2CC(C(=O)N3CCN(c4ccc(F)cc4)CC3)CC2=O)cc1 (stereo not given)	-0.6	i	i
COc1ccc(OC)c(C2CC(=O)c3c([nH]c(C(=O)OC(C)C)c3C)C2)c1 (stereo not given)	-1.2	i	i
CCSc1oc(-c2ccccc2)nc1S(=O)(=O)c1ccccc1	-4.3	i	i
COc1cc(NC(=O)CSc2nnc(Cn3nnc4ccccc43)n2C)cc(OC)c1	0.5	i	i
CC1CCN(CC(=O)NCc2ccco2)CC1	-0.1	i	i
CN(C)C(=O)/C(C#N)=C\c1cc(Br)c(Sc2ccc(Cl)cc2)o1	-3.3	i	i
Fc1ccc(Cn2nnnc2C(c2ccc(Cl)cc2)N2CCSCC2)cc1 (stereo not given)	-1.2	i	i
CCCOC(=O)C1=C(C)NC2=C(C(=O)C(C(=O)OC)C(C)C2)C1c1ccc(N(CC)CC)cc1 (stereo not given)	-1.1	i	i
Cc1c(/C(O)=C2\C(=O)C(=O)N(CCN(C)C)C2c2cccs2)cnn1-c1ccccc1 (stereo not given)	1.2	i	i
Cc1ccc(C(N)=Nc2ccccc2)cc1	-0.2	i	i
O=C(CCn1nc(-c2ccccc2)ccc1=O)N1CCN(c2ccccc2)CC1	0.8	i	i
COc1cnc(NS(=O)(=O)c2ccc(N)cc2)nc1	-0.8	i	i
Cc1ccc(O)c(N=Cc2sc3ccccc3c2Cl)c1	-0.1	i	i
O=C(CN1C(=O)c2ccccc2C1=O)NCC(=O)OCC(=O)c1ccc(Cl)cc1	0.1	i	i
CCn1c(C2CC(=O)N(c3cc(C)cc(C)c3)C2)nc2ccccc21 (stereo not given)	0.5	i	i
CCOC(=O)c1nc2nc(C)cc(=O)n2[nH]1	-0.6	i	i
CC(Oc1ccc2c(c1)oc(=O)c1ccccc12)C(=O)NC(Cc1c[nH]c2ccc(O)cc12)C(=O)O (stereo not given)	2.4	i	i
CCOC(=O)C1=C(c2ccccc2)Nc2ncnn2C1c1ccc(C(=O)O)cc1 (stereo not given)	-0.1	i	i
O=C(O)c1ccc(NC(=O)c2ccc(COc3ccc(Cl)cc3)o2)cc1	-1.3	i	i
COc1ccc(Cc2nnc(NC(=O)C3CC(=O)N(c4ccccc4)C3)s2)cc1OC (stereo not given)	-0.4	i	i
CC(C)[C@@H]1NC(=O)c2cc([N+](=O)[O-])cc(I)c2NCCC[C@@H](C(=O)NC(CC(=O)O)C(N)=O)NC(=O)[C@H](CO)NC1=O (stereo not given in full)	-1.6	i	i
COCC1CCN(Cc2cn(Cc3ccccc3)nc2-c2cc3ccccc3o2)CC1	-0.9	i	i
Cc1c(C(=O)NCc2ccc(F)cc2)c(-c2ccccc2)nn1-c1ccccc1	-1.2	i	i
COc1ccc(CN2C(=O)CC(C(=O)NCCc3ccc(S(N)(=O)=O)cc3)SC2=Nc2ccccc2)cc1 (stereo not given)	0.8	i	i
